Mito fusion yeast: inhibitors of mitochondrial division or activators of mitochondrial fusion. S. cerevisiae fusion-defective mutant growth rescue, CellTiterGlo 48 h. Potency, µM (titrated, usually from 46.1 µM), without a hit: at the highest dose growth rescue (activation), most hits filed as activators. 320,000 compounds, 0.23% hits. AID 485298;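 further: potency means the concentration at half of the fitted maximal effect; % of control where 0% means no effect; nearly all actives have a fitted effect of over 45% in size; temperature-sensitive fusion mutants such as fzo1-1 at 37 °C on non-fermentable ethanol glycerol medium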
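Compounds are tested for their ability to restore growth of mitochondrial fusion-defective yeast strains at non-permissive 37C in YPEG medium over 48 hours. Viability is quantified by luciferase luminescence.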
TSHR antag: human thyrotropin receptor antagonism | TSHR-expressing cells, TSH-stimulated cAMP HTRF, 2 h; hits give low values | activity change, negative = inhibition, % at 11.5 µM | 330,000 compounds, 0.2% hits;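 active means activity change below a set negative limit, meaning inhibition stronger than a set level, cut at about -70% in these data; inconclusive means activity change between two set negative limits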; further: on the % scale 0 is the no-effect control and ±100 the full control effect
Target sequence (P16473 whole entry, looked up): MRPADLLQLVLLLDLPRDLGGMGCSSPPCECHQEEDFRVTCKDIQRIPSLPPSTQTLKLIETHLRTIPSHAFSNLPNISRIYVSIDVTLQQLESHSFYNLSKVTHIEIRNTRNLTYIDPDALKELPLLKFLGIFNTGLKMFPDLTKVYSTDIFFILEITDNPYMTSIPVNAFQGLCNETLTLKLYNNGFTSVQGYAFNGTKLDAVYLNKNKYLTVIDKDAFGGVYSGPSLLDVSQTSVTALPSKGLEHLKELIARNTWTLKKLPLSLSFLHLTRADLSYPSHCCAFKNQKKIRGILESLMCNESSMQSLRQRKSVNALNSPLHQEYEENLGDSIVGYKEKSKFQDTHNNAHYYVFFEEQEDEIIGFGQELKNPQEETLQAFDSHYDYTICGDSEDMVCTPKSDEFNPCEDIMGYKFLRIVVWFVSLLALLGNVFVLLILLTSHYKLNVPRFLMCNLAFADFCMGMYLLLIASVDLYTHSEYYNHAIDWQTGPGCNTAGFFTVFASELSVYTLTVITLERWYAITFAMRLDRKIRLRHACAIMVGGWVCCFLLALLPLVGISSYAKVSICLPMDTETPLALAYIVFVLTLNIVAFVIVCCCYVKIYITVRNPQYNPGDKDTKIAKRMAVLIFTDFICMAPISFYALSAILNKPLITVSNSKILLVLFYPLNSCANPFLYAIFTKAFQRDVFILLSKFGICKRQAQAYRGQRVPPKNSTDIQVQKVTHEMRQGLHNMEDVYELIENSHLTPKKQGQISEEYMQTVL
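Cell-based HTRF cAMP assay; TSHR cells + compound, TSH EC80 (4nM final), 2 h, 37 deg C. Lysis with anti-cAMP cryptate and cAMP-d2, 30 min RT, read 665/620 nm.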
PTAP TSG101 blk: blocks PTAP/TSG101 interaction to inhibit HIV-1 budding | AID 493005 | 340,000 tested, under 10 active | Q99816 | Potency, µM (doses to about 115 µM), for inactives: at the highest dose activity change, negative = inhibition, actives largely listed as inhibitors | Fluorescence polarization, FITC-PTAP peptide / Tsg101 binding; active means well fitted inhibition curve with a large enough effect in the main read-out, with a control signal flat, not every such curve was filed as active; inconclusive means small, poorly fitted or top-dose-only effect, or effect the other way, or a change in a side signal; inactive means no such curve, though single readings can be large or run the other way; further: potency means the concentration at half of the fitted maximal effect; % of control where 0% means no effect
Target sequence (Q99816 whole entry, looked up): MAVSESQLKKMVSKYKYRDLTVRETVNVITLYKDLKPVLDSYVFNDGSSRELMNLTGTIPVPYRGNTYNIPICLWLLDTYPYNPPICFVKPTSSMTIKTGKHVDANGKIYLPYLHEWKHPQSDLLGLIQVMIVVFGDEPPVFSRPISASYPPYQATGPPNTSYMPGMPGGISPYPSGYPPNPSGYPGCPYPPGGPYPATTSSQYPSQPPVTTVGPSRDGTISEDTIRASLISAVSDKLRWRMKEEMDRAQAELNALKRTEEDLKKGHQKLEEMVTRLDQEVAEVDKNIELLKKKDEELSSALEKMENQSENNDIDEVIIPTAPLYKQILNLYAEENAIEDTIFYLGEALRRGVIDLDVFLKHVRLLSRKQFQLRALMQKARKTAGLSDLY
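Compounds were pin-transferred onto Tsg101 binding domain (10 uM final) in HEPES pH 7.5 buffer, then FITC-PTAP peptide was added at 50 nM final. After 20 min at RT, polarization reported peptide displacement across a qHTS concentration series.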
ELG1 repair inh: blocks ELG1-dependent DNA repair in HEK293T cells | HEK293T ELG1-luciferase reporter, luminescence, 16 h; DNA damage induced by 5-fluorouridine | Potency, µM (top dose mostly 46.1 µM), for the others: at the highest dose activity change, negative = inhibition, hits mostly inhibitors | 330,000 compounds, 2.3% hits; further: potency means the concentration at half of the fitted maximal effect; on the % scale 0 is the no-effect control and ±100 the full control effect; nearly all actives have a fitted effect of over 55% in size
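DMSO vehicle served as the neutral condition. Each well held 2,000 cells given 5-fluorouridine plus compound; after 16 hr at 37 °C/5% CO2, ONE-Glo was added and luciferase measured 30 min later.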
Tb PFK block: T. brucei PFK enzyme inhibition. O15648. 330,000 compounds, 0.17% hits. T. brucei PFK, ADP-Glo luminescence. Potency, µM (series often up to 57.5 µM), for the others: at the top dose activity, negative = inhibition, most hits filed as inhibitors. AID 485367;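 further: potency means the concentration at half of the fitted maximal effect; 0% = uninhibited 1x PFK enzyme wells and -100% = no-enzyme wells; nearly all actives have a fitted effect of over 60% in size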
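Luminescent ADP detection (ADP-Glo, two-step: ATP depletion then ADP-to-ATP conversion for luciferase) reported PFK activity after 45 min room-temperature reaction of 1.25 nM enzyme with 0.5 mM F6P and 0.1 mM ATP at pH 8.0.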
Eya2 inh: blocks the phosphatase activity of human Eya2. O00167. recombinant Eya2, OMFP fluorescence dephosphorylation (OMFP is methylfluorescein phosphate). Potency, µM (titrated, usually from 76.9 µM), for inactives: at the highest dose activity, negative = inhibition, most hits filed as inhibitors. 330,000 compounds, 0.006% hits. AID 488837; further: potency means the concentration at half of the fitted maximal effect; on the % scale 0 is the no-effect control and ±100 the full control effect
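Eya2 protein (added as 0.2 uM solution) was preincubated with compound for 10 min at ambient temperature in 50 mM HEPES pH 7.5, 50 mM NaCl, 5 uM MgCl2, 0.05% BSA, 1 mM DTT. OMFP (added at 50 uM) then reacted 10 min; fluorescence read at 485/525 nm.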
B2AR arrestin: recruits beta-arrestin to the human beta2-adrenergic receptor; P07550; beta-arrestin recruitment to beta2AR, cell-based reporter; Potency, µM (titrated, usually from 46.1 µM), without a hit: at the top dose activation, most hits filed as activators; 330,000 compounds, 0.02% hits;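 further: potency means the concentration at half of the fitted maximal effect; 0% = DMSO controls and full agonism = EC100 isoproterenol or metaproterenol; nearly all actives have a fitted effect of over 65% in size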
uPA generation: cell surface uPA generation inhibition; cell surface uPA generation assay, qHTS; Potency, µM (titrated, usually from 38.3 µM), without a hit: top-dose activity change, negative = inhibition, hits mostly inhibitors; 330,000 compounds, 0.31% hits; AID 540303; active means well fitted inhibition curve with a large enough effect; inconclusive means small, poorly fitted or top-dose-only effect; inactive means no such curve, though single readings can be large or run the other way; tested in mouse RAW 264.7 cells; further: potency means the concentration at half of the fitted maximal effect; on the % scale 0 is the no-effect control and ±100 the full control effect; nearly all actives have a fitted effect of over 55% in size
USP2a block: USP2a (human) protease inhibition. USP2 core, Ub-CHOP2 coupled fluorogenic reporter, 485/531. Potency, µM (highest dose often 38.3 µM), for inactives: at the top dose activity change, negative = inhibition, usual class: inhibitors. 330,000 compounds, 0.01% hits;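 further: potency means the concentration at half of the fitted maximal effect; plate controls were DMSO wells for no effect and full inhibition by NEM control for full effect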
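Cell-free coupled assay: 10nM USP2 core preincubated 30min RT with compound in Tris-HCl pH 8.0/CaCl2/CHAPS buffer, then 25nM Ub-CHOP2 and 25nM reporter substrate; fluorescence (Ex 485/Em 531) read after 60min RT, normalized to NEM inhibition, concentration-response curves fitted.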
Chronic BCR inh: chronic active BCR signaling inhibition; ABC-DLBCL IkBa-CBG/CBR reporter, luminescence ratio, 4 h; AID 493014; Potency, µM (series often up to 46.1 µM), without a hit: at the highest dose ratio change, negative = lower green/red ratio, actives largely listed as inhibitors; 340,000 compounds, 0.05% hits; active means well fitted inhibition curve with a large enough effect in the signal ratio, with a control signal flat, not every such curve was filed as active; inconclusive means small, poorly fitted or top-dose-only effect, or effect the other way, or a change in a side signal; the % refers to the signal ratio;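 further: potency means the concentration at half of the fitted maximal effect; plate controls were basal doxycycline-induced cells for no effect and cells given 10 µM MG132 for full effect; MG132 reads +100%, hits lower the ratio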
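Compounds up to 46 uM were incubated four hours with TMD8 cells whose green CBG68 luciferase is fused to IkappaBalpha; red CBR luminescence normalised the signal, and concentration-effect curves were fitted to fusion, red and ratio data.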
TCR activator: T cell receptor activation; primary human leukocytes, anti-CD3, IL-2 HTRF, 48 h; Potency, µM (highest dose often 9.22 µM), without a hit: top-dose activation of IL-2 secretion, actives largely listed as activators; 330,000 tested, under 10 active; further: % of control where 0% means no effect
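TCR engagement came from a-CD3 beads alone, with compounds added to primary human leukocytes for 48 hr. Secreted IL-2 bridged europium cryptate- and d2-labelled anti-IL-2 antibodies, giving FRET emission at 665nm after 320nm excitation.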
Active calls of the source: *; u = inconclusive; x = not tested or not shown; [ ] = dose if it differs, or a comment. Unless noted, the call rests on the fitted dose curve; in most records, active means well fitted curve in the direction sought with a large enough effect; inconclusive means small, poorly fitted or top-dose-only effect, or another doubt; inactive means no such curve, though single readings can be large; an effect the other way counts as inactive or inconclusive. Hits appear at their usual frequency (roughly 3% active in at least one column).

mol | Mito fusion yeast | TSHR antag | PTAP TSG101 blk | ELG1 repair inh | Tb PFK block | Eya2 inh | B2AR arrestin | uPA generation | USP2a block | Chronic BCR inh | TCR activator
CCN(CC)CCn1c(=N)n(CC(=O)c2ccc(Br)s2)c2ccccc21 | -9% | 13 | -1% | u | -1% | -15% | -0.6% | -8% | 0% | u | 2%
COc1ccc(C(NC(=O)CNC(C)=O)C(=O)Nc2ccc(C(C)C)cc2)cc1 (configuration not stated) | -9% | 5 | -5% | 3% | -9% | -28% | 0.2% | 1% | 1% | -3% | -1%
O=C(CS(=O)(=O)Cc1ccccc1)Nc1ncccn1 | -2% | -1 | -5% | -3% | -2% | -15% | -1.0% | 3% | 4% | -9% | 3%
COc1ccc(CN2C(=O)C(O)(CC(=O)c3ccc4c(c3)OCO4)c3ccccc32)cc1OC (configuration not stated) | 1% | 18 | -8% | u | 0% | -4% | -0.1% | x | 1% | u | 3%
CCN(CC)CCN(C(=O)C1=COCCO1)c1nc2c(OC)ccc(OC)c2s1 | -5% | 11 | -1% | 1% | 1% | 7% | 0.1% | 0% | 0% | 2% | 0%
O=C(C[C@@H]1C/C=C\CCCC(=O)OC[C@@H]2CCCN2C1=O)NCCO | x | -16 | x | 22% | -1% | 0% | -0.2% | 11% | 11% | 3% | 5%
Cc1ccc(C(=O)Nc2ccc(Cc3ccncc3)cc2)cc1[N+](=O)[O-] | 0% | -29 | 3% | u | 0% | 9% | -0.6% | 5% | 3% | 5% | 7%
CCC(C(=O)NCCCN1CC(C)CC(C)C1)n1ncn2c(cc3occc32)c1=O (configuration not stated) | -36%[inhibitor] | -36 | 1% | 5% | 1% | 5% | -0.3% | 0% | 0% | 5% | -5%
O=C(Nc1nc2cc3c(cc2s1)OCCO3)c1cccc(N2C(=O)CCC2=O)c1 | -4% | 3 | 0% | u | 1% | 6% | -0.8% | u | 0% | -5% | -2%
COc1ccccc1N1C(=O)c2ccccc2NC1c1ccncc1 (configuration not stated) | -2% | -1 | -5% | 12% | -5% | 15% | -0.3% | -1% | 0% | 6% | -2%
COCc1cc(C)nc(OCC(=O)N/N=C/c2ccc(OC)c(OC)c2)c1C#N | 1% | 7 | 0% | u | 4% | 2% | -0.4% | -11% | 0% | 0% | -9%[46.1 µM]
c1cncc(-c2noc(CC3CCCCC3)n2)c1 | 0% | -11 | 0% | u | 2% | 6% | 0.8% | 3% | 2% | u | -1%
CN(C)c1ccc(N=Cc2nc(-c3ccccc3)oc2OC(=O)c2ccccc2)cc1 | -1% | 1 | u | u | 4% | 2% | -0.7% | -3% | 6% | u | 4%[46.1 µM]
COc1cccc(CC(=O)Nc2cccc3ccccc23)c1 | 1% | -5 | -2% | 0% | 3% | 2% | -0.6% | 0% | 0% | u | -2%
COc1ccc(-c2cn(-c3ccc(OC)cc3)c(=S)[nH]2)cc1 | 3% | 12 | 0% | u | -11% | -1% | -0.3% | -1% | 1% | 11% | 7%[46.1 µM]
CCn1c(SC)nnc1-c1nnc(SC)n1CC | 2% | 4 | -2% | 0% | 2% | -11% | 0.1% | 0% | -1% | -3% | -6%
Cc1c(C#N)c(NC(=O)C(C)C)n(Cc2ccccc2)c1C | -3% | -1 | 0% | 1% | -3% | 8% | 0.0% | -2% | 0% | 4% | -12%
CC1(C)CC(=O)C(C=Nc2ccc(O)c(N=CC3=C(O)CC(C)(C)CC3=O)c2)=C(O)C1 | 5% | -3 | -1% | -9% | -3% | -2% | 0.2% | -28% | 1% | 0% | 1%
S=c1[nH]nc(-c2ccccc2)n1/N=C/C=C/c1ccco1 | 1% | -16 | -5% | 9% | -21% | 6% | -0.4% | 2% | 2% | 8% | 0%[46.1 µM]
O=c1c(/C=N/Nc2ccccc2)c(Sc2nnnn2-c2ccccc2)nc2ccccn12 | 4% | -5 | u | u | 1% | -1% | 0.2% | x | 2% | -4% | -3%
CC(=O)Nc1ccc(NC(C)=O)s1 | 0% | 5 | -2% | 8% | -1% | -4% | -0.1% | -3% | 1% | u | 8%
CSCC[C@@H](C(=O)NCCCCCCCCCCC(=O)N1CCNCC1)n1cc(CCO)nn1 | -7% | 25 | -1% | u | -1% | 7% | -0.2% | -4% | -1% | 0% | 14%
N/C(=N\N=C\c1ccnc2ccccc12)SC1CC(=O)N(c2ccc(Br)cc2)C1=O (configuration not stated) | 0% | 0 | -5% | 0% | -1% | 10% | -0.8% | -4% | 2% | -11% | -9%
O=C(CCn1c2c(c3ccccc31)CCCC2)NNC(=O)c1ccc([N+](=O)[O-])cc1 | 6% | -12 | -7% | u | -1% | -2% | -0.9% | 3% | -1% | u | 5%[46.1 µM]
Cc1ccc(CN2C(=O)CCC2C(=O)NC2CC2)cc1 (configuration not stated) | -3% | 16 | 3% | 9% | 1% | -9% | 0.2% | -10% | 3% | -9% | 15%
COc1cc2ncnc(NCc3cccc(Cl)c3)c2cc1OC | 15% | -4 | -6% | u | -16% | -9% | -0.2% | 5% | 4% | u | -4%
CN(C)C=NC(=O)c1ccc([N+](=O)[O-])c(CS(=O)(=O)c2ccc(Cl)cc2)c1 | -2% | -12 | -8% | -7% | 1% | 0% | -0.7% | -1% | 3% | -15% | -3%
CCSc1ccc(C(=O)Nc2ccc(Br)cn2)cc1[N+](=O)[O-] | 7% | -42 | -1% | u | 5% | -7% | -0.8% | -13% | 2% | -3% | -1%
CCc1nc(C)cn1S(=O)(=O)c1cc(Cl)c(OC)cc1Cl | -4% | -9 | -3% | -1% | -2% | 2% | -0.2% | -10% | 0% | u | 4%
Nc1ncnc2c1ncn2[C@@H]1O[C@H](CNS(=O)(=O)CCCCl)[C@@H](O)[C@H]1O | x | 8 | -1% | 9% | -1% | 9% | -1.9% | 3% | 0% | -2% | -21%

Reformatted with each value named: two of the compounds above
SMILES: Cc1ccc(C(=O)Nc2ccc(Cc3ccncc3)cc2)cc1[N+](=O)[O-]
  Mito fusion yeast: 0%
  TSHR antag: -29
  PTAP TSG101 blk: 3%
  ELG1 repair inh: u
  Tb PFK block: 0%
  Eya2 inh: 9%
  B2AR arrestin: -0.6%
  uPA generation: 5%
  USP2a block: 3%
  Chronic BCR inh: 5%
  TCR activator: 7%

SMILES: CCC(C(=O)NCCCN1CC(C)CC(C)C1)n1ncn2c(cc3occc32)c1=O (configuration not stated)
  Mito fusion yeast: -36%[inhibitor]
  TSHR antag: -36
  PTAP TSG101 blk: 1%
  ELG1 repair inh: 5%
  Tb PFK block: 1%
  Eya2 inh: 5%
  B2AR arrestin: -0.3%
  uPA generation: 0%
  USP2a block: 0%
  Chronic BCR inh: 5%
  TCR activator: -5%

(further entries)
mol | Mito fusion yeast | TSHR antag | PTAP TSG101 blk | ELG1 repair inh | Tb PFK block | Eya2 inh | B2AR arrestin | uPA generation | USP2a block | Chronic BCR inh | TCR activator
CCOc1ccc(N(Cc2cc3cc(OC)ccc3[nH]c2=O)S(C)(=O)=O)cc1 | -3% | 3 | -5% | 0% | 2% | 8% | 4.2% | x | 4% | -13% | 2%
Cc1ccc(S(=O)(=O)N2CCCCC2)cc1NC(=O)COC(=O)Cc1ccc(Cl)cc1 | 11% | 11 | 2% | 15% | -5% | 2% | 0.0% | 0% | -16% | -1% | -9%[46.1 µM]
CCCN1C2CCCC1CC(NC(=S)Nc1cccc(C)c1C)C2 (configuration not stated) | 1% | 8 | 0% | 5% | 1% | 20% | -0.2% | -21% | 8% | -11% | 1%
Cc1cc(=O)n2nc(N3CCCC(C(=O)NCc4ccccc4Br)C3)sc2n1 (configuration not stated) | -1% | -5 | -5% | 17% | -5% | 9% | -0.7% | 6% | 4% | -1% | -3%
COC(=O)C1CCN(S(=O)(=O)c2cc3c4c(c2)CCN4C(=O)CC3)CC1 | -1% | 6 | 3% | 1% | 1% | -10% | -0.3% | -4% | 4% | 3% | -1%
O=C(N/N=C/C1CC=CCC1)c1ccccc1O (configuration not stated) | 3% | -4 | -6% | 3% | 0% | -17% | -0.5% | -6% | 0% | x | -7%
CCC(=O)NC(=S)Nc1ccc(NC(=O)COc2ccc(Cl)cc2Cl)cc1 | -8% | -26 | 1% | 5% | 2% | 0% | -0.3% | 4% | -1% | 18% | -2%

Source: PubChem
